Bioassay records as filed in PubChem BioAssay.
PI5P4K alpha inh = blocks human PI5P4K alpha kinase activity; PI5P4Kalpha enzyme, ADP-Glo luminescence, 60 min; active compounds read low; max response, %; 330,000 compounds, 1.2% hits; AID 652105; active = max response of -50% or lower; note: value at the top dose of about 77 µM; % is set by controls: 0 for no effect and ±100 for the full control effect
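Reactions run in 0.038 M HEPES pH 7.4, 0.28 mM EGTA, 0.1% CHAPS and 5% DMSO, with PI5P4Kalpha, substrate, compound and 5 microM ATP final, one hour at room temperature. Readout is ADP-Glo luminescence.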
CCT modulator = changes cytosolic chaperonin activity | purified chaperonin ATPase assay, HTRF ADP detection, 30 min | activity change, % (concentration not given with the values), hits read low | 360,000 compounds, 0.3% hits | AID 651819; in the data active = activity change below about -30%; note: % is set by controls: 0 for no effect and ±100 for the full control effect
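ATPase activity: ADP formed was measured by HTRF Transcreener (665/615 nm ratio) after 30 min at 37 deg C with 10 uM ATP. Compounds screened at one 76 uM concentration against 40 or 20 nM TRiC in Tris pH 7.4/KCl/MgCl2/DTT buffer.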
PLK1 PBD block = PLK1 (human) polo-box domain binding inhibition; Plk1 PBD binding of FITC phosphopeptide, fluorescence polarization; 360,000 compounds, 2.8% hits; Potency, µM, for the others: max response, negative = inhibition, actives largely listed as inhibitors; P53350; note: potency is the fitted concentration of half-maximal effect; series mostly up to about 57 µM; % is set by controls: 0 for no effect and ±100 for the full control effect; nearly all actives have a fitted effect of over 65% in size
IL-2 act = IL-2 activation; IL-2 activation reporter assay, cell-based qHTS; stimulated with anti-CD3/CD4/CD28 beads; in transgenic mouse T cells; activation, % (series mostly up to about 46 µM); 360,000 compounds, 0.065% hits; in the data active = activation above about 50%; note: 0% is about no effect
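Readout: EGFP and DsRed signals by fluorescent plate cytometry. Unstimulated transgenic mouse T cells received compound 60 min before antibody-bead stimulation, then incubated 18 h at 37 degrees C.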
EPAC1 antag = EPAC1 (human) antagonism | 360,000 compounds, 0.14% hits | EPAC1 GEF assay, Rap1b-BODIPY-GDP exchange fluorescence | Potency, µM (titrated, usually from 115 µM), for the others: at the highest dose activity change, negative = inhibition, most hits filed as inhibitors | O95398;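 note: potency is the fitted concentration of half-maximal effect; plate controls were vehicle for no effect and positive control for full effect; nearly all actives have a fitted effect of over 50% in size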
WRN inhibitor = inhibitors of human WRN helicase. Q14191. WRN helicase unwinding, fluorescent forked duplex, kinetic. Potency, µM (top dose mostly 114 µM), without a hit: at the top dose activity change, negative = inhibition, actives largely listed as inhibitors. 360,000 compounds, 0.46% hits; note: potency is the fitted concentration of half-maximal effect; % is set by controls: 0 for no effect and ±100 for the full control effect; nearly all actives have a fitted effect of over 55% in size
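Kinetic fluorescence helicase assay: unwinding of a quenched forked DNA duplex (100 nM final) with 2 mM ATP final raises red fluorescence (525/598 nm). Compounds sat 15 min at room temperature with 20 nM WRN beforehand.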
EPAC2 agonist = agonists of human EPAC2 (RAPGEF4); Q8WZA2; Potency, µM (highest dose often 154 µM), for inactives: at the top dose activation, hits mostly activators; EPAC2 activation, biochemical qHTS; response scale: 100% = 6.5 mM cAMP response; 360,000 compounds, 0.079% hits; note: potency is the fitted concentration of half-maximal effect; nearly all actives have a fitted effect of over 50% in size
Target sequence (Q8WZA2 whole entry, looked up): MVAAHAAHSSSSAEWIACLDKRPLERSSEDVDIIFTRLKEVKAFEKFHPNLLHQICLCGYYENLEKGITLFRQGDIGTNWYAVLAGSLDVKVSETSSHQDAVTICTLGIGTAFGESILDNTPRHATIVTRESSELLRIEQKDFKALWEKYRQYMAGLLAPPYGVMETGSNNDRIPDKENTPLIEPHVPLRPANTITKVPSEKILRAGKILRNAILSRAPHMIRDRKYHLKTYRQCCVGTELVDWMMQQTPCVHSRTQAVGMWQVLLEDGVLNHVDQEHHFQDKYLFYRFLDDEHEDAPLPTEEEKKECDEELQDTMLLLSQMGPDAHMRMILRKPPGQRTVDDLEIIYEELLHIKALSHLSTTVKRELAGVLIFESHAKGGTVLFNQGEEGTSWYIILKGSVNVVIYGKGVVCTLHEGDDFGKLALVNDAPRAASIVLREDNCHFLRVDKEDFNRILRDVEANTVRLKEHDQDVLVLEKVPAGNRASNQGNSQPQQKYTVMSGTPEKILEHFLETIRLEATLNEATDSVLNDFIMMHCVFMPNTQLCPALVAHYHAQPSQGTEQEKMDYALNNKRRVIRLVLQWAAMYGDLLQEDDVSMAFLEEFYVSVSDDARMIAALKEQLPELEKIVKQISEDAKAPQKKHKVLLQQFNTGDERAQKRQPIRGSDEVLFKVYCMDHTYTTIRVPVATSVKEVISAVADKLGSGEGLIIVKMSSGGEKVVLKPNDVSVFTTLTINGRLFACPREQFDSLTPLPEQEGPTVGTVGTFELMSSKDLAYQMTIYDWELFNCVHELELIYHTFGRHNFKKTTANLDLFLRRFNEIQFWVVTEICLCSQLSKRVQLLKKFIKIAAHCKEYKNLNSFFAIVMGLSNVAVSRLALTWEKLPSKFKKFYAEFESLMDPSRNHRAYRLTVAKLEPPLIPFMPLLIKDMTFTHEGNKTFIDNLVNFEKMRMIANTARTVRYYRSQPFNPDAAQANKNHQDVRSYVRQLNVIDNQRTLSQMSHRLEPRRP
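Readout is BODIPY fluorescence (480 nm excitation, 540 nm emission), which falls as labeled GDP is exchanged off Rap1B. EPAC2 at 100 nM acted on 250 nM RAP1B-BODIPY-GDP with 50 uM GDP present.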
EPAC1 agonist = activates human EPAC1 exchange factor. O95398. EPAC1 agonist qHTS, biochemical assay; response scale: 100% = response to 6.5 mM cAMP. Potency, µM (titrated, usually from 154 µM), for inactives: at the top dose activation, actives largely listed as activators. 360,000 compounds, 0.073% hits. AID 720707; note: potency is the fitted concentration of half-maximal effect; nearly all actives have a fitted effect of over 60% in size
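Compounds were pinned as a concentration titration into mixtures of EPAC1 (100 nM), BODIPY-GDP-loaded Rap1B (250 nM) and GDP (50 uM). After 5 min at room temperature, fluorescence was followed for 30 min; activity was scaled to 6.5 mM cAMP.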
An asterisk follows results filed as active; & = joins results of further samples; [ ] = dose if it differs, or a comment. Unless noted, calls come from the whole dose curve; as a rule, active = well fitted curve in the direction sought with a large enough effect; inconclusive = small, poorly fitted or top-dose-only effect, or another doubt; inactive = no such curve, though single readings can be large; an effect the other way counts as inactive or inconclusive. Only part of the results is shown, so the mix of outcomes need not match the whole.

`CSc1nc2sc3c(c2c(=O)[nH]1)CCCC3` gave PI5P4K alpha inh -1.1, CCT modulator -2.6, PLK1 PBD block -7.7%, IL-2 act -0.4, EPAC1 antag 0.9%, WRN inhibitor -10.2%, EPAC2 agonist 11.2% and EPAC1 agonist 0.6%.
For COc1ccc(C(=O)NNC(=O)CSc2nnc(C)n2C)cc1 the results were PI5P4K alpha inh -0.7, CCT modulator 3.2, PLK1 PBD block 2.5%, IL-2 act 2.7, EPAC1 antag -3.5%, WRN inhibitor -1.6%, EPAC2 agonist -2.2% and EPAC1 agonist 4.2%.
Screening Cc1ccc(NC2=CC(=O)CC(C)(C)C2)cc1F returned PI5P4K alpha inh -2.1, CCT modulator -0.3, PLK1 PBD block 5.5%, IL-2 act -2.1, EPAC1 antag -0.7%, WRN inhibitor 4.6%, EPAC2 agonist 3.4% and EPAC1 agonist -2.5%.
For O=C(CCc1nnc2n(CCc3ccccc3)c(=O)c3ccccc3n12)NCCCN1CCCCC1 the results were PI5P4K alpha inh -4.0, CCT modulator 3.0, PLK1 PBD block -8.2%, IL-2 act 0.8, EPAC1 antag 0.4%, WRN inhibitor -1.8%, EPAC2 agonist 8.5% and EPAC1 agonist 19.1%.
For Cc1nn(C(C)C(=O)O)c(=O)c2c1sc1ccccc12 (stereo unspecified) the results were CCT modulator -0.5, PLK1 PBD block -5.5%, IL-2 act -2.7, EPAC1 antag -2.4%, WRN inhibitor -6.6%, EPAC2 agonist 12.9% and EPAC1 agonist 2.5%.
`Cc1ccc(NC(=O)COc2ccc(-n3ccnc3)cc2)cc1Cl` gave PI5P4K alpha inh 9.1, CCT modulator 0.6, PLK1 PBD block -0.9%, IL-2 act -5.4, EPAC1 antag 4.7%, WRN inhibitor -6.7%, EPAC2 agonist 2.1% and EPAC1 agonist -1.2%.
Screening COCCN1C(=O)c2[nH]nc(-c3ccccc3O)c2C1c1ccc(OC)cc1 (stereo unspecified) returned PI5P4K alpha inh -4.7, CCT modulator 0.9, PLK1 PBD block 5.5%, IL-2 act 5.2, EPAC1 antag -8.5%, WRN inhibitor -5.4%, EPAC2 agonist -1.4% and EPAC1 agonist -3.5%.
`CN(C)c1nc(C(=O)Nc2ccccc2)nc(N(C)C)n1` gave PI5P4K alpha inh 6.0, CCT modulator -3.1, PLK1 PBD block 1.3%, IL-2 act -1.4, EPAC1 antag -5.9%, WRN inhibitor -10.1%, EPAC2 agonist 1.1% and EPAC1 agonist 0.2%.
CCOC(=O)c1c(NC(=O)C2C3C=CC(CC3)C2C(=O)O)sc(C)c1CC (stereo unspecified) was read as PI5P4K alpha inh -3.9, CCT modulator 0.4, PLK1 PBD block -22.0%, IL-2 act 0.7, EPAC1 antag -4.8%, WRN inhibitor -4.7%, EPAC2 agonist -0.5% and EPAC1 agonist 0.2%.
Cc1ccc(C(=O)NNC(=O)c2cc(C)nc3ccccc23)cc1 was read as PI5P4K alpha inh -9.9, CCT modulator 0.1, PLK1 PBD block 3.4%, IL-2 act -2.2, EPAC1 antag 12.9%, WRN inhibitor 4.2%, EPAC2 agonist -1.8% and EPAC1 agonist 1.6%.
For CSc1cccc(NC(=O)c2c(Cl)cnn2C)c1 the results were CCT modulator 0.1, PLK1 PBD block -14.2%, IL-2 act -1.1, EPAC1 antag -15.1%, WRN inhibitor -10.0%, EPAC2 agonist 6.9% and EPAC1 agonist 8.7%.
Screening O=S(=O)(NNc1nccc(C(F)(F)F)n1)c1cccc(Cl)c1Cl returned PI5P4K alpha inh 6.8, CCT modulator 1.9, PLK1 PBD block 0.0%, IL-2 act -0.9, EPAC1 antag -5.7%, WRN inhibitor -0.9%, EPAC2 agonist 16.8% and EPAC1 agonist -2.4%.
Screening Cc1nc2cc(-c3cccc(F)c3)nn2c(C)c1CCC(=O)NC(C)c1ccc2c(c1)OCCO2 (stereo unspecified) returned PI5P4K alpha inh -4.0, CCT modulator -0.1, PLK1 PBD block -9.3%, IL-2 act -4.0, EPAC1 antag -11.8%, WRN inhibitor -2.2%, EPAC2 agonist 16.5% and EPAC1 agonist 4.1%.
`C=CCN1C2CCCC1CC(NC(=O)Nc1cc(C)cc(C)c1)C2` (stereo unspecified) gave PI5P4K alpha inh 0.1, CCT modulator -2.4, PLK1 PBD block -10.0%, IL-2 act 1.4, EPAC1 antag -15.0%, WRN inhibitor -30.6%, EPAC2 agonist 21.3% and EPAC1 agonist -3.6%.
CC(C)c1ccc(OCC(O)CN2CCN(c3ccccc3)CC2)cc1 (stereo unspecified) was read as PI5P4K alpha inh 13.4&17.9, CCT modulator -2.5&-0.3, PLK1 PBD block 4.3%&1.6%, IL-2 act -0.5&-2.3, EPAC1 antag -6.7%&2.6%, WRN inhibitor 0.6%&1.0%, EPAC2 agonist -1.2%&-10.3% and EPAC1 agonist -9.4%&0.7%.
COc1ccc(-c2noc(CCCC(=O)NC3CCCCC3)n2)cc1OC was read as PI5P4K alpha inh -8.2, CCT modulator -1.7, PLK1 PBD block -9.8%, IL-2 act -0.5, EPAC1 antag 2.9%, WRN inhibitor -1.1%, EPAC2 agonist 12.8% and EPAC1 agonist 5.9%.
For Cc1ccc(S(=O)(=O)N(C)CC(=O)NNC(=O)Cc2cccc(F)c2)cc1 the results were PI5P4K alpha inh 2.2, CCT modulator -1.1, PLK1 PBD block -2.7%, IL-2 act -4.2, EPAC1 antag 7.2%, WRN inhibitor 3.7%, EPAC2 agonist -1.2% and EPAC1 agonist 8.2%.
COc1ccc(-c2cccc(CCC(=O)N3CCN(c4cc(C)ccc4C)CC3)c2)cc1 was read as PI5P4K alpha inh 26.3, CCT modulator 0.0, PLK1 PBD block 1.5%, IL-2 act -0.4, EPAC1 antag -12.2%, WRN inhibitor -6.6%, EPAC2 agonist 12.4% and EPAC1 agonist 6.8%.
COCCCNS(=O)(=O)c1ccc2c(c1)OCCO2 was read as CCT modulator -1.1, PLK1 PBD block -8.9%, IL-2 act 0.6, EPAC1 antag -3.4%, WRN inhibitor 4.9%, EPAC2 agonist 11.9% and EPAC1 agonist 9.1%.
Screening Cc1c(CCC(=O)O)c(=O)oc2cc3oc4c(c3cc12)CCCC4 returned PI5P4K alpha inh 0.9, CCT modulator -1.9, PLK1 PBD block -10.3%, IL-2 act 1.7, EPAC1 antag 6.9%, WRN inhibitor -21.7%, EPAC2 agonist 6.2% and EPAC1 agonist 0.9%.
Screening Cc1ccc(S(=O)(=O)N2[C@@H](c3cccc(Cl)c3)C(C(=O)OC(C)(C)C)=CC[C@H]2c2ccc(C(C)C)cc2)cc1 returned PI5P4K alpha inh 6.8, CCT modulator 1.3, PLK1 PBD block -3.0%, IL-2 act 0.3, EPAC1 antag -15.3%, WRN inhibitor -4.4%, EPAC2 agonist -4.8% and EPAC1 agonist 3.8%.
CCOC(=O)c1ccc(NC(=O)C2CCCN(S(=O)(=O)c3ccc(F)cc3)C2)cc1 (stereo unspecified) was read as CCT modulator -1.8, PLK1 PBD block -4.4%, IL-2 act -1.4, EPAC1 antag -5.0%, WRN inhibitor -16.0%, EPAC2 agonist 10.6% and EPAC1 agonist 23.8%.
`COc1ccc(C)cc1S(=O)(=O)NCC(c1ccc2c(c1)OCO2)N1CCN(C)CC1` (stereo unspecified) gave PI5P4K alpha inh -2.7, CCT modulator 0.7, PLK1 PBD block -4.4%, IL-2 act 1.1, EPAC1 antag -4.9%, WRN inhibitor -2.1%, EPAC2 agonist -1.1% and EPAC1 agonist -7.5%.
Screening O=C(Nc1ccc(N2CCCC2)cc1)C(c1ccccc1)c1ccccc1 returned PI5P4K alpha inh -0.9, CCT modulator -9.8, PLK1 PBD block -1.3%, IL-2 act 0.8, EPAC1 antag -10.2%, WRN inhibitor -1.8%, EPAC2 agonist -8.8% and EPAC1 agonist 2.5%.
CN(C)N1C(=O)/C(=C/c2ccco2)SC1=Nc1ccccc1 was read as PI5P4K alpha inh -18.8, CCT modulator -3.0, PLK1 PBD block -10.5%, IL-2 act -4.9, EPAC1 antag -12.4%, WRN inhibitor -7.8%, EPAC2 agonist 7.6% and EPAC1 agonist -1.2%.
For CCCNS(=O)(=O)c1ccc(OCC(=O)Nc2ccccc2F)cc1 the results were PI5P4K alpha inh 2.6, CCT modulator -0.3, PLK1 PBD block -1.7%, IL-2 act -2.6, EPAC1 antag 7.0%, WRN inhibitor 0.8%, EPAC2 agonist 2.4% and EPAC1 agonist -4.1%.
Cn1c[n+](C)cc1-c1ccc(/C(N)=N/O)cc1 was read as PI5P4K alpha inh -8.5, CCT modulator -0.1, PLK1 PBD block -16.8%, IL-2 act -2.5, EPAC1 antag -21.4%, WRN inhibitor 5.8%, EPAC2 agonist 4.7% and EPAC1 agonist -0.5%.
`Cc1ccc(C2NC(c3ccc(C)cc3)C([N+](=O)[O-])C(C)(C)C2[N+](=O)[O-])cc1` (stereo unspecified) gave PI5P4K alpha inh 8.6, CCT modulator -1.7, PLK1 PBD block 3.1%, IL-2 act -0.6, EPAC1 antag -18.9%, WRN inhibitor -11.6%[57.1 µM], EPAC2 agonist -2.0% and EPAC1 agonist 1.4%.
`CC1CCCCN1S(=O)(=O)c1cccc(S(=O)(=O)N2CCOCC2)c1` (stereo unspecified) gave PI5P4K alpha inh 4.3, CCT modulator -0.3, PLK1 PBD block -1.1%, IL-2 act -1.1, EPAC1 antag 8.4%, WRN inhibitor -3.2%, EPAC2 agonist 11.6% and EPAC1 agonist 11.8%.
For CN(C)C(CNC(=O)c1ccc(S(=O)(=O)Nc2ccccc2F)cc1)c1ccccc1 (stereo unspecified) the results were PI5P4K alpha inh 6.6, CCT modulator -3.2, PLK1 PBD block -5.7%, IL-2 act -1.9, EPAC1 antag -6.8%, WRN inhibitor -19.0%, EPAC2 agonist 7.2% and EPAC1 agonist 5.3%.
`CCOC(=O)/C(=N\Nc1cc(Cl)ccc1Cl)N1CC(C)OC(C)C1` (stereo unspecified) gave PI5P4K alpha inh 10.4, CCT modulator -15.1, PLK1 PBD block -1.9%, IL-2 act 0.7, EPAC1 antag -1.1%, WRN inhibitor -5.5%, EPAC2 agonist 6.7% and EPAC1 agonist 19.4%.

Two records picked at random from those above:
`CC1CCCCN1S(=O)(=O)c1cccc(S(=O)(=O)N2CCOCC2)c1` (stereo unspecified) gave PI5P4K alpha inh 4.3, CCT modulator -0.3, PLK1 PBD block -1.1%, IL-2 act -1.1, EPAC1 antag 8.4%, WRN inhibitor -3.2%, EPAC2 agonist 11.6% and EPAC1 agonist 11.8%.
`CCOC(=O)/C(=N\Nc1cc(Cl)ccc1Cl)N1CC(C)OC(C)C1` (stereo unspecified) gave PI5P4K alpha inh 10.4, CCT modulator -15.1, PLK1 PBD block -1.9%, IL-2 act 0.7, EPAC1 antag -1.1%, WRN inhibitor -5.5%, EPAC2 agonist 6.7% and EPAC1 agonist 19.4%.
